Compound activity deposited in PubChem by National Center for Advancing Translational Sciences (NCATS).
DRD3 antagonist – antagonists of human D3 dopamine receptor; max response, negative = inhibition, %; P35462; AID 652054; 2.5% of 360,000 active; D3R cells, DiscoveRx beta-arrestin luminescence, antagonist mode; active compounds read low; in the data active = max response below about -50%; inconclusive = no clear call, values can overlap the other calls; note: % is set by controls: 0 for no effect and ±100 for the full control effect; mostly tested at two doses, the higher about 12 µM
Target sequence (P35462 whole entry, looked up): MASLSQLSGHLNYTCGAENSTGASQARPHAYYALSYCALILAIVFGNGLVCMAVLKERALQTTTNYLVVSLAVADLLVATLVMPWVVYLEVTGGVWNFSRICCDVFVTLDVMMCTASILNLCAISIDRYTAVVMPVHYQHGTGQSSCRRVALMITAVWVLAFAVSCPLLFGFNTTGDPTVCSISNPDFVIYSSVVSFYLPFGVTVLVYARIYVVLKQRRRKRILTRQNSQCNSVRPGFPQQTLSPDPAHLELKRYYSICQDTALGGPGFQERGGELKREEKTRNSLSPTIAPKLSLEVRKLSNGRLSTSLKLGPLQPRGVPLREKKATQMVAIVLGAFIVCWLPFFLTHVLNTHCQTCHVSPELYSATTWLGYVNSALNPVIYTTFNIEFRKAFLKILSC
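Cells expressing the human receptor were seeded at 1500 cells/well, incubated overnight at 37 degrees C in 5% CO2, then exposed to library compounds with dopamine controls for 90 minutes at 37 degrees C before luminescent detection.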
MmCpn inh – M. maripaludis TRiC chaperonin inhibition; 0.031% of 330,000 active; AID 504842; purified Mm-Cpn ATPase, ADP Transcreener TR-FRET; Potency, µM (doses to about 76.9 µM), for inactives: top-dose activity, negative = inhibition, hits mostly inhibitors; note: potency is the fitted concentration of half-maximal effect; % is set by controls: 0 for no effect and ±100 for the full control effect; nearly all actives have a fitted effect of over 80% in size
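25 nM Mm-CPN + cpd, 10 min 37°C; + 10 uM ATP, 30 min 37°C; buffer 30 mM Tris pH 7.4, 100 mM KCl, 5 mM MgCl2, 1 mM DTT; Transcreener ADP HTRF detection 30 min RT.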
PTHR1 agonist – agonists of human PTHR1 parathyroid hormone receptor. Q03431. HEK293 GP2 PTHR1 cells, GloSensor cAMP luminescence, 1 h. Potency, µM (series often up to 115 µM), without a hit: at the top dose activation, hits mostly activators. 0.075% of 410,000 active. AID 743266; note: potency is the fitted concentration of half-maximal effect; nearly all actives have a fitted effect of over 55% in size; some results filed as inactive show a strong effect at the top dose; inactives centre near -15; many of its hits are not listed in these tables
Target sequence (Q03431 whole entry, looked up): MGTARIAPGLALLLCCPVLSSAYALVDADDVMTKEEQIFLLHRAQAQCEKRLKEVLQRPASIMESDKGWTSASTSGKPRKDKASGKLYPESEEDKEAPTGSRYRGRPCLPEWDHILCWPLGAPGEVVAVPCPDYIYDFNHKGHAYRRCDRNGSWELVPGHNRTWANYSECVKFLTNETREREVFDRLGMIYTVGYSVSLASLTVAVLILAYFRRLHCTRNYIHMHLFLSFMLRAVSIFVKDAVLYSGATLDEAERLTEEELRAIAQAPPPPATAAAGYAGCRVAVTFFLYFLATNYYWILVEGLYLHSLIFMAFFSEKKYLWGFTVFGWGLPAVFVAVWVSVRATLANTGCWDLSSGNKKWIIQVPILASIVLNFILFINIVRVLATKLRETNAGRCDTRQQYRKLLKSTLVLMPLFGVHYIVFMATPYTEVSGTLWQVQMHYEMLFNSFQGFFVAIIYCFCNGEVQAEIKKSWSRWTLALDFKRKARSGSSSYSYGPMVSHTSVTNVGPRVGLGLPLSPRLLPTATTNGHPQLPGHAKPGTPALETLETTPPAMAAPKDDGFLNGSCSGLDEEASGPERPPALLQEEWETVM
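HEK-293-derived GP2 cells expressing PTHR1 and a GloSensor cAMP reporter, 3,000/well, plated overnight, given luciferin plus IBMX (each 0.5 mM as added) for 1 h at 37 °C, then compound for 1 h at 37 °C. Luminescence was read after 15 min at room temperature.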
EPAC2 agonist – EPAC2 (human) agonism | Q8WZA2 | AID 720711 | EPAC2 activation, biochemical qHTS; response scale: 100% = 6.5 mM cAMP response | 0.079% of 360,000 active | Potency, µM (titrated, usually from 154 µM), for the others: top-dose activation, usual class: activators; note: potency is the fitted concentration of half-maximal effect; nearly all actives have a fitted effect of over 50% in size
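Each well held 100 nM EPAC2, 250 nM RAP1B-BODIPY-GDP and 50 uM GDP. Fluorescence, read at 5-min intervals to 30 min, was referenced to a 6.5 mM cAMP positive control.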
DRD3 agonist – D3 dopamine receptor (human) agonism. max activation, %. AID 652048. D3R DiscoveRx beta-arrestin cells, luminescence, 90 min. 0.58% of 410,000 active; in the data active = max activation above about 30%; note: 0% is about no effect; mostly tested at two doses, the higher about 12 µM
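Cells at 1500/well, incubated overnight, then treated with pinned compounds (dopamine as control) for 90 min at 37 degrees C. DiscoveRx reagent added for 30 - 60 minutes at room temperature; luminescence read.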
EPAC2 antagonist – antagonists of human EPAC2. AID 720708. EPAC2 GEF exchange of Rap1B-BODIPY-GDP, fluorescence. 0.18% of 360,000 active. Q8WZA2. Potency, µM (series often up to 114 µM), without a hit: at the highest dose activity, negative = inhibition, usual class: inhibitors; note: potency is the fitted concentration of half-maximal effect; % is set by controls: 0 for no effect and ±100 for the full control effect; nearly all actives have a fitted effect of over 45% in size; many of its hits are not listed in these tables
CCT modulator – cytosolic chaperonin activity modulation; activity change, % (concentration not given with the values), hits read low; purified chaperonin ATPase assay, HTRF ADP detection, 30 min; AID 651819; 0.3% of 360,000 active; in the data active = activity change below about -30%; note: % is set by controls: 0 for no effect and ±100 for the full control effect
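ATPase activity: ADP formed was measured by HTRF Transcreener (665/615 nm ratio) after 30 min at 37 deg C with 10 uM ATP. Compounds screened at one 76 uM concentration against 40 or 20 nM TRiC in Tris pH 7.4/KCl/MgCl2/DTT buffer.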
pAkt inh – blocks phosphorylation of Akt | activity change, % for hits at 50 µM | AID 651550 | Neuro2A IGF-stimulated pAkt S473 HTRF, 20 min; active compounds read low | 0.32% of 360,000 active; in the data active = activity change below about -80%; inconclusive = mostly about -51% to -80%; note: % is set by controls: 0 for no effect and ±100 for the full control effect
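Single-point screen (50 µM final compound) in Neuro2A cells stimulated 20 min with 6 nM IGF at 37 deg C. After lysis, Ser473-phosphorylated Akt read by HTRF (ex 330 nm, em 615/665 nm) as the 665/615 ratio.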
Active calls of the source: *; i = inactive; ? = inconclusive; · = not tested or not shown; [ ] = remark or other dose. Unless noted, calls come from the whole dose curve; as a rule, active = well fitted curve in the direction sought with a large enough effect; inconclusive = small, poorly fitted or top-dose-only effect, or another doubt; inactive = no such curve, though single readings can be large; an effect the other way counts as inactive or inconclusive.

SMILES	DRD3 antagonist	MmCpn inh	PTHR1 agonist	EPAC2 agonist	DRD3 agonist	EPAC2 antagonist	CCT modulator	pAkt inh
O=C(Cc1ccccc1)N[C@@H](Cc1ccccc1)C(=O)O	11	·	-20%	6%	3	-2%	0.6	i
Cc1ccc(CN2CCN(/N=C/C=C/c3ccccc3[N+](=O)[O-])CC2)cc1	?	-3%	-33%[inhibitor]	18%	-13	0%	-0.7	i
Nc1nc(N)c(N=Nc2ccc(C(=O)O)cc2)c(N)n1	?	-2%	-14%	0%	-6	18%	0.1	i
COc1cccc(-c2cnc3c(NC=O)cc(-c4ccccc4)cn23)c1	18	·	-74%[inhibitor]	3%	5	1%	1.6	i
O=C1NC[C@H](Cc2ccc(O)cc2)N(CC2CCCCC2)C1=O	24	1%	i	6%	-2	1%	-0.2	i
Cc1oc2c(CN3CCOCC3)c(O)ccc2c(=O)c1-c1ccc(Br)cc1	-20	-4%	-35%[inhibitor][57.5 µM]	-5%	-7	-4%	-2.0	i
O=c1[nH]nc(Cc2ncc(C(F)(F)F)cc2Cl)c2ccccc12	2	2%	-27%	4%	10	1%	-3.0	i
N#Cc1cccc(CN2C=NS(=O)(=O)c3ccccc32)c1	0	1%	i	6%	8	3%	1.4	i
COc1ccc(Cl)cc1S(=O)(=O)N1CCN(C(=O)c2ccco2)CC1	0	2%	i	2%	5	4%	2.6	i
O=C(c1cccc(C(F)(F)F)c1)C1CCCN(Cc2cccc(OCCO)c2)C1 (centres undefined)	-23	-5%	i	-8%	-14	-5%	-0.5	i
O=Cc1c(N2CCOCC2)nc2ccccn2c1=O	5	1%	-23%	8%	-2	-5%	-1.0	i
CC(C1CCN(Cc2nc(C3CC3)no2)CC1)N1CCOCC1 (centres undefined)	14	5%	-19%	7%	10	5%	-1.1	i

Only EPAC2 agonist, EPAC2 antagonist and PTHR1 agonist, for four of the compounds above:
mol	EPAC2 agonist	EPAC2 antagonist	PTHR1 agonist
O=c1[nH]nc(Cc2ncc(C(F)(F)F)cc2Cl)c2ccccc12	4%	1%	-27%
N#Cc1cccc(CN2C=NS(=O)(=O)c3ccccc32)c1	6%	3%	i
COc1ccc(Cl)cc1S(=O)(=O)N1CCN(C(=O)c2ccco2)CC1	2%	4%	i
O=C(c1cccc(C(F)(F)F)c1)C1CCCN(Cc2cccc(OCCO)c2)C1 (centres undefined)	-8%	-5%	i

Other records follow:
SMILES	DRD3 antagonist	MmCpn inh	PTHR1 agonist	EPAC2 agonist	DRD3 agonist	EPAC2 antagonist	CCT modulator	pAkt inh
Cc1ccc(S(=O)(=O)N2CCCC2CNC(=O)c2ccc(F)c(F)c2)cc1 (centres undefined)	0	-3%	-27%	4%	1	-2%	-4.3	i
CCN1C(=O)CSc2ccc(C(=O)NC3CCCCC3)cc21	7	0%	-16%[57.5 µM]	4%	8	12%	1.3	i
COC(=O)c1ccc(NC(=O)c2cc[n+]([O-])cc2)cc1	24	-1%	i	0%	4	20%	-0.2	i
COC(=O)c1ccccc1NC(=O)CN(C)S(=O)(=O)c1cc(C)ccc1OC	5	1%	-25%	17%	-11	0%	-2.4	i
CCOc1ccc(CCNC(=O)CCC(=O)N2CCSc3ccccc32)cc1OCC	10	-1%	-14%	-6%	4	-7%	-1.8	i
CC1CCN(S(=O)(=O)c2cccc3cccnc23)CC1	-4	-2%	-5%	2%	-4	-7%	-2.6	i
COCCn1c(-c2ccc(-c3ccc([N+](=O)[O-])cc3Br)o2)nc2c1c(=O)[nH]c(=O)n2CC(C)C	24	-2%	i	-20%	14	-3%	-1.5	i
c1ccc(SCCN2CCc3ccccc3C2)cc1	-91*	-3%	-54%[inhibitor]	4%	-1	-15%	-1.2	i
O=C(NC1CCCCC1)c1[nH]c(C(F)(F)F)nc1-c1ccccc1	-4	·	-10%	5%	-6	-6%	-2.5	i
Cc1[nH]n(-c2ccc([N+](=O)[O-])cc2)c(=O)c1C=NCCc1c[nH]c2ccccc12	1	-2%	-30%[inhibitor]	-10%	37*	5%	0.0	i
CCOc1ccccc1CNC(=O)Cn1nc(C)c2c(C)n(-c3ccc(C)cc3)nc2c1=O	18	-1%	i	-14%	0	11%	-0.8	i
Clc1cccc(-c2csc(Nc3cccnc3)n2)c1	17	1%	-18%	16%	10	1%	0.9	i
CC(C)c1nc2sc3c(=O)n(N)cnc3c2c2c1COC(C)(C)C2	-27	0%	i	4%	3	8%	0.0	i
Cc1c(Cl)cccc1NC(=O)CCCN1C(=O)c2cccnc2C1=O	-10	2%	i	7%	2	1%	0.6	i
Cc1ccc2nc(NC(=O)c3ccccn3)sc2c1	?	1%	-42%	2%	-7	-4%	0.7	i
COc1ccc(CNC(=O)c2ccc(N3CCC4(CC3)CC(c3ccc(Cl)cc3)=NO4)c([N+](=O)[O-])c2)cc1	-21	·	-47%[inhibitor]	0%	5	-4%	-0.1	i
CC(C)CNS(=O)(=O)c1ccc(OCC(=O)NCC2CCCO2)c(Cl)c1 (centres undefined)	4	1%	i	2%	8	-7%	0.6	i
CCN(CC(=O)Nc1ccccc1C(F)(F)F)C(=O)c1cc(-c2cccs2)nn1-c1ccccc1	56	-15%	-38%[inhibitor]	2%	0	-6%	-2.2	i
CSc1nnnn1-c1c(C)cc(C)cc1C	-1	1%	-5%	1%	-5	?	-0.8	i
CC(C)(C)OC(=O)N1CCC(C(=O)Nc2ccc(C(=O)N3CCCCC3)cc2)CC1	6	·	-2%	1%	-16	-3%	1.0	i
CC(C)(C)OC(=O)N[C@@H](CCCCNC(=O)OCc1ccccc1)c1nnc([C@H](CCCCNC(=O)OCc2ccccc2)NC(=O)OC(C)(C)C)o1	-19	0%	20%	-7%	2	-14%	-2.7	i
C=CCn1c(Oc2ccccc2F)nc2c1c(=O)n(C)c(=O)n2C	9	-2%	0%	13%	6	?	-0.7	i
O=C(CCS(=O)(=O)c1ccc(Cl)cc1)NCCC1=CCCCC1	7	-2%	i	-2%	-9	2%	0.5	i
NC(=O)NC(Cc1ccccc1)C(=O)Nc1ccc(S(N)(=O)=O)cc1 (centres undefined)	0	2%	-20%[57.5 µM]	4%	6	1%	-1.3	i
CCN(CC)C(=O)CN(c1cc2c(cc1OC)oc1ccccc12)S(=O)(=O)c1ccc(C)cc1	-19	0%	-6%	10%	-10	11%	-2.7	i
Cc1cc(C=O)c(C)n1-c1cc(C(F)(F)F)ccc1N1CCOCC1	-10	·	0%	2%	0	-1%	-2.9	i
Cc1csc(C(=O)O)c1-n1cccc1	8	-1%	-1%[57.5 µM]	3%	1	12%	-2.3	i
COc1ccc(-c2c3c(=O)n(C)c(=O)n(C)c3cn2C2CCCCC2)cc1	3	-6%	-21%[57.5 µM]	16%	-2	-4%	-1.4	i
Cc1cc(C)c2nc(Nc3nc(CSc4nc5ccccc5[nH]4)cc(=O)[nH]3)nc(C)c2c1	-14	·	-6%	3%	-3	-1%	-0.3	i
COc1ccc(C2C(C(C)=O)=C(O)C(=O)N2c2ccc(Br)cn2)cc1 (centres undefined)	19	-10%	i	-48%[inhibitor]	0	2%	0.2	i
CCCC(=O)N1CCCC1(C)C(=O)Nc1cc(OC)c(OC)c(OC)c1 (centres undefined)	0	·	i	2%	7	2%	-0.4	i
CCOC(=O)Cc1csc(NC(=O)CSc2nnc(-c3cccnc3)n2Cc2ccco2)n1	14	4%	i	-3%	0	-4%	-0.4	i
CCc1ccc(N(CC(=O)NCc2ccc3c(c2)OCO3)C(=O)c2csnn2)cc1	13	2%	-13%	4%	-10	17%	0.0	i
CCOC(=O)c1sc(NC(=O)CCC(=O)O)nc1C	3	3%	-4%	7%	-1	-2%	0.6	i
NNC(=O)c1cc2c(N3CCC(Cc4ccccc4)CC3)ncnc2s1	-10	-1%	-23%	13%	6	-15%	-2.2	i
Cc1ccc(S(=O)(=O)N(C)CC(=O)NNC(=O)CCS(=O)(=O)c2ccccc2)cc1	6	-1%	-18%	4%	-4	6%	1.0	i
CCOc1ccccc1NC(C)C(=O)NC(=O)NC1CCCCC1 (centres undefined)	-17	1%	-16%	7%	3	-8%	-1.0	i
N#Cc1cnn(-c2ccccc2)c1N	-5	2%	?	2%	-8	7%	-7.7	i
O=C(CN1CCN(S(=O)(=O)c2ccccc2F)CC1)Nc1ccccc1C(=O)c1ccccc1	6	0%	i	7%	2	4%	-1.6	i
O=C(/C=C/c1ccccc1Cl)NCCc1ccccc1	-8	3%	-17%[57.5 µM]	7%	-25	-1%	0.9	i
CCOc1ccc(S(=O)(=O)NCCCn2ccnc2)cc1NC(C)=O	0	-1%	-18%	9%	-10	3%	0.5	i
CC1CN=C(NS(=O)(=O)c2ccccc2)N1 (centres undefined)	3	·	i	-1%	8	-5%	0.8	i
COc1ccc2c(c1)c(=O)c(C(=O)c1ccc(C)cc1)cn2CC(=O)Nc1ccc(F)cc1	11	?	-24%	10%	0	9%	0.8	i
CCC(C)Sc1nnc(NC(=O)c2ccco2)s1 (centres undefined)	39	·	i	0%	2	-3%	-2.3	i
CCN(CC)C(=O)CSc1nc(O)c(Cc2ccccc2)c(=O)n1-c1ccc(C)cc1	-16	0%	i	4%	1	3%	-1.4	i
Cc1c(-n2cc(C(=O)O)c(=O)c3cc(F)c(N4CCCC4)c(F)c32)c(=O)n(-c2ccccc2)n1C	-1	0%	i	7%	0	10%	-0.1	i
COC(=O)c1ccc(CN2CCN(Cc3ccc(C(=O)OC)o3)CC2)o1	-27	-2%	i	7%	0	1%	1.1	i
CN(N)C(=S)Nc1ccc(Cl)cc1	-18	-2%	i	8%	-1	4%	-0.3	i
CCN(CC)S(=O)(=O)c1ccc(C(=O)Oc2cc(C)[nH]c(=O)c2[N+](=O)[O-])cc1	14	0%	i	4%	2	16%	0.4	i
CCOc1ccc(C2=Nn3c(CC)nnc3SC2)cc1	0	-1%	-13%	0%	-8	1%	0.3	i
O=C1c2ccccc2C(=O)N1CCSc1nnc(-c2ccco2)n1Cc1ccccc1	13	0%	-7%[57.5 µM]	-3%	10	4%	-1.5	·

Exported in CSV form: two of the compounds above.
canonical_smiles,DRD3 antagonist,MmCpn inh,PTHR1 agonist,EPAC2 agonist,DRD3 agonist,EPAC2 antagonist,CCT modulator,pAkt inh
O=C(/C=C/c1ccccc1Cl)NCCc1ccccc1,-8,3%,-17%[57.5 µM],7%,-25,-1%,0.9,i
CCOc1ccc(S(=O)(=O)NCCCn2ccnc2)cc1NC(C)=O,0,-1%,-18%,9%,-10,3%,0.5,i

Some of the compounds tested. The share of hits here may be higher or lower than overall.
